Compound activity deposited in PubChem BioAssay by Southern Research Specialized Biocontainment Screening Center.
VEEV TC-83 Vero = inhibitors of VEEV TC-83 cytopathic effect, confirmation, Vero cells (AID 588727); Vero cells, VEEV TC-83 cytopathic effect inhibition; higher % means a stronger effect; inhibition, % at 20 µM, or IC50 in µM where a hit was titrated; 350,000 tested, 0.13% active; in the data active = a potency from the dose series; note: strong numbers were not always called active
PhoP GFP inhibition = Inhibition of PhoP regulon, Salmonella typhi GFP reporter cells, confirmation, 4 h (AID 1850); Salmonella Typhi PhoP-promoter GFP reporter, fluorescence, 4 h; higher % means a stronger effect; 310,000 tested, 0.33% active; inhibition, % at 50 µM, or IC50 in µM where a hit was titrated; in the data active = a potency from the dose series;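 note: 0% = induced wells with vehicle and 100% = uninduced wells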
H1N1 NS1A inhibition = NS1A inhibition, H1N1 influenza, cell based functional assay (AID 504329). NS1A functional cell-based assay, percent inhibition; higher % means a stronger effect. inhibition, % at 12.5 µM, or IC50 in µM where a hit was titrated. 340,000 tested, 0.3% active; in the data active = a potency from the dose series; note: strong numbers were not always called active
M. tuberculosis HTS = M. tuberculosis growth inhibition, HTS (AID 449762). M. tuberculosis H37Rv growth inhibition, 7H9 media; higher % means a stronger effect. one-dose inhibition, % at 25 µM; IC50 in µM for titrated hits. 330,000 tested, 0.59% active; in the data active = a potency from the dose series;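 note: bacterial growth assessed after seven days of incubation; strong numbers were not always called active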
tuberculosis growth = growth inhibition of non-replicating M. tuberculosis (AID 488890); Mycobacterium tuberculosis non-replicating, growth inhibition; higher % means a stronger effect; inhibition, % at 25 µM, or IC50 in µM where a hit was titrated; 320,000 tested, 0.39% active; in the data active = a potency from the dose series;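 note: plate controls were DMSO cells for no effect and high antibiotic wells for full effect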
VEEV TC-83 Vero 10K pilot screen = second read-out of VEEV TC-83 Vero, no call of its own (marks repeat the call); inhibition, %; measured here: 10K pilot screen inhibition
* hit, by the source's call; i = inactive; / = no result given.

SMILES	VEEV TC-83 Vero	PhoP GFP inhibition	H1N1 NS1A inhibition	M. tuberculosis HTS	tuberculosis growth	others
CCN(CC)P(c1n(C)cc[n+]1C)N(CC)CC	2.0%	-21%	1%	8%	21%
CCCS(=O)(=O)N1CCCC(C(=O)NCCCOC(C)C)C1 (stereo unspecified)	0.2%	16%	-15%	0%	-6%
Cc1nn(C)c(C)c1CN(Cc1nc(-c2cc(F)ccc2F)oc1C)C1CC1	0.1%	1%	-1%	1%	8%
Cc1cc(C)c(NC(=O)CNC(=O)c2ccc3ncsc3c2)c(C)c1	8.8%	/	-8%	1%	8%
COc1ccc(-c2nc3c(c(SCC(=O)N4CCCC4)n2)COC(C)(C)C3)cc1	7.5%	-4%	0%	6%	4%
CCN=c1scc(C)n1/N=C/c1ccsc1	2.6%	3%	11%	-1%	75%
O=C(CCOc1ccccc1)Nc1ccnn1C1CCN(CCc2ccccc2)CC1	2.7%	-19%	11%	5%	2%
Cc1ccccc1NC(=O)NC1(C(=O)N2CCC(O)CC2)CCCCC1	0.3%	-7%	4%	0%	-21%
Cc1c(C(=O)N2CCN(S(=O)(=O)c3cc(F)ccc3F)CC2)oc2ccccc12	7.5%	/	6%	-1%	24%
Cc1cc(C(=O)Nc2ccccc2N2CCOCC2)ccc1[N+](=O)[O-]	0.6%	-9%	4%	6%	-8%
Cc1nn(C(C)(C)C)c(NC(=O)c2ccccc2)c1C#N	0.4%	-2%	-8%	-9%	-11%
CCc1ccc(S(=O)(=O)ON2C(=O)c3ccccc3C2=O)cc1	i	/	-1%	/	/
N/C(=N\c1nc2c(c(=O)[nH]1)CCC2)Nc1cccc2ccccc12	4.6%	-6%	-4%	-19%	-12%
O=C(CCc1nnc2ccc(NCc3ccco3)nn12)N1CCCCC1	1.8%	-1%	2%	-1%	7%
COc1ccc(Br)cc1C1CC(=O)C(C)C(c2cc(Br)ccc2OC)N1 (stereo unspecified)	1.1%	4%	-1%	-5%	-2%
CCn1c(=O)cc(SCC(=O)N2CCN(C3CCCCC3)CC2)c2ccccc21	1.9%	-1%	37%	7%	12%
CCOc1ccc(-c2c(C(=O)N/N=C/c3ccc(OC(C)C)cc3)nnn2-c2nonc2N)cc1	0.8%	-5%	4%	5%	5%
CNC(=S)N(CCc1c(C)[nH]c2ccc(C)cc12)Cc1ccco1	5.4%	-1%	1%	2%	/
O=C(CCCO)NNc1c2ccccc2nc2ccccc12	i	-10%	-22%	2%	50%
Cc1cccc(N2CC(C(=O)OCc3ccc([N+](=O)[O-])cc3)CC2=O)c1 (stereo unspecified)	6.4%	-1%	-3%	3%	27%
COc1ccccc1C(=O)COC(=O)/C=C/c1ccccc1	2.5%	-8%	20%	0%	14%
O=C(NCc1ccc(F)cc1)N1CCN(C(=O)c2ccccc2)CC1	i	/	-6%	-8%	0%
O=C(CNC(=O)c1cccs1)N/N=C/c1ccc(Cl)cc1	1.6%	10%	8%	-1%	9%
CC(C)CCOC(=O)/C(=C/c1ccco1)NC(=O)/C=C/c1ccccc1	0.0%	11%	-2%	-5%	32%
COC(=O)c1c(O)c2c([nH]c1=O)CCCC2	0.9%	-5%	8%	-4%	9%
Cc1ccc(N=C2NC(=O)C(CC(=O)O)S2)cc1 (stereo unspecified)	i	-1%	-13%	6%	1%
CN(C)C(=O)c1ccc(NC(=O)COC(=O)Cn2cc(C(F)(F)F)ccc2=O)cc1	1.6%	/	-5%	-9%	-6%
COc1ccc(C(=O)OC(C)C(=O)Nc2cc(C(F)(F)F)ccc2Cl)c(OC)c1OC (stereo unspecified)	0.2%	3%	-5%	0%	12%
Brc1ccccc1-c1nc(-c2ccccc2)no1	/	5%	/	6%	9%
CO/N=C/C(c1ncc(C(F)(F)F)cc1Cl)S(=O)(=O)c1ccccc1 (stereo unspecified)	0.6%	-9%	-8%	-5%	-12%
O=C1CCC/C=C/C[C@H](CC(=O)N(CCO)Cc2ccccc2)C(=O)N[C@@H](Cc2ccccc2)CO1	0.2%	/	-6%	-1%	45%
O=C(CN1C(=O)NC2(CCCCCC2)C1=O)N1CCCCC1	1.9%	/	-12%	-4%	2%
CC(C)(Oc1ccc(Cl)cc1)C(=O)Nc1cccnc1	3.1%	-5%	-24%	-4%	1%
CCOc1cc2c(cc1OCC)C(c1ccccc1)N(c1ccc(C(=O)O)cc1)C(=O)C2 (stereo unspecified)	i	5%	0%	14%	1%
Cc1ccc([C@@H]2[C@@H]3C(=O)N(C)C(=O)[C@@H]3[C@@H]3C(=O)Nc4ccccc4C(=O)N23)cc1	1.0%	-13%	12%	-2%	4%
CC(=O)Nc1ccc(C(=O)NCC2(N3CCCCC3)CCCCC2)cc1	0.5%	-9%	-11%	-12%	14%
CCOc1cc(/C=N/Nc2nc(Nc3ccccc3)nc(N3CCCCC3)n2)ccc1OCC(=O)O	0.0%	-8%	2%	7µM*	20%
CC1CC(C)CN(C(=O)Cn2c(=O)n(CCCC(=O)NCc3ccco3)c(=O)c3sccc32)C1 (stereo unspecified)	0.5%	17%	4%	6%	-19%
Cc1c(NC(=O)COC(=O)C2=COCCO2)cccc1[N+](=O)[O-]	0.9%	7%	-7%	57%	-10%
Cc1nc(CNS(=O)(=O)c2cccc(F)c2)cs1	i	-6%	7%	2%	-3%
Cc1cc(N2CCOCC2)c2c(N)c(C)cc(C)c2n1	0.8%	-7%	-3%	-8%	-2%	VEEV TC-83 Vero 10K pilot screen=1.5
COc1cc(CCNC(=O)c2ccccc2NC(=O)C2=C(C)OCCS2)cc(OC)c1OC	12%	-4%	6%	-2%	19%
Cc1cc(NC(=O)c2ccccc2F)ncc1NC(=O)c1cccs1	0.4%	-2%	4%	12%	32%
CCCc1nn(C)c(C(N)=O)c1[N+](=O)[O-]	1.5%	-1%	-1%	-3%	16%
CN(C)NC(=S)Nc1ccc(S(=O)(=O)N2CCCCC2)cc1	2.6%	1%	4%	-3%	-6%
C[C@@H](C(=O)Nc1cccnc1)n1c(=O)[nH]c2ccccc2c1=O	2.4%	-9%	4%	10%	-15%
COCCCNCCOCCOc1c(OC)cccc1OC	0.7%	-1%	0%	0%	21%
Cc1cc(C)nc(-n2c(C)nc3cc(Cl)ccc3c2=O)c1	9.4%	-4%	-19%	-5%	6%
COCCCC1CCN(C(=O)C2CCC(=O)N(Cc3cccc(F)c3)C2)CC1 (stereo unspecified)	0.3%	-13%	-5%	-4%	-11%
O=C(O)c1cccc(N2C(=O)c3cc4cccc(Br)c4cc3C2=O)c1	0.5%	-15%	-7%	-15%	-5%
O=C(CSc1nc2c(c(=O)n1-c1ccc(Cl)cc1)SCC2)Nc1nccs1	0.1%	-14%	6%	-1%	1%	VEEV TC-83 Vero 10K pilot screen=0.4
CCCN(CC(=O)Nc1ccccc1C)C(=O)C1CCN(S(=O)(=O)c2cccc(C(F)(F)F)c2)CC1	7.9%	2%	-2%	-2%	8%
CNC(=S)N1N=C(c2ccc(C)cc2)CC1c1ccc(Br)cc1 (stereo unspecified)	i	-3%	-4%	9%	4%	VEEV TC-83 Vero 10K pilot screen=2.0
Cc1sc2nc(CN(C(=O)NC3CCCCC3)C3CCCCC3)[nH]c(=O)c2c1C	0.2%	-7%	0%	26%	3%
CCOCCN(C=O)c1cccc(OC)c1	1.5%	-11%	-12%	8%	6%
Cc1nn(-c2ccccc2)c(C)c1C(=O)OCC(=O)Nc1ccc2c(c1)OCO2	2.8%	-5%	8%	-27%	16%
COc1cc(/C=N/NC(=O)c2cn(-c3cccc(C)n3)cn2)ccc1O	10%	9%	-1%	-3%	-5%
COc1cc2c(cc1OC)-c1nnc(C)n1C(C)(C)C2	2.6%	1%	1%	-3%	3%
Cn1c(SCC(=O)c2ccc(O)c(O)c2)nnc1-c1ccccc1	0.4%	2%	-2%	6%	-1%
CCCCN(C(=O)c1ccc(C)o1)c1c(N)n(CC(C)C)c(=O)[nH]c1=O	4.9%	/	-12%	-10%	-13%
Remaining list, next part:
SMILES	VEEV TC-83 Vero	PhoP GFP inhibition	H1N1 NS1A inhibition	M. tuberculosis HTS	tuberculosis growth	others
CCOC(=O)[C@@H]1[C@H]2COc3cc(OC)ccc3[C@@H]2N2C(=O)N(c3cccc(Cl)c3)C(=O)[C@@]12C	1.0%	-4%	2%	9%	15%
N#C/C(=C/c1cn(CC(=O)O)c2ccccc12)c1ccc(F)cc1	1.3%	-4%	1%	-4%	0%
O=c1c2c3c(sc2nc2n1CCCC2)CCCC3	0.4%	-1%	-3%	2%	4%
CCOc1ccc(N2C(=O)NC(=O)/C(=C/c3cnc(SC)nc3)C2=O)cc1	1.3%	4%	1%	-8%	18%
CCOc1ccccc1C(=O)Nc1nncs1	0.1%	23%	-6%	-5%	-8%
N/C(=N\OC(=O)CN1C(=O)c2ccccc2C1=O)c1ccc(Cl)cc1	1.2%	0%	5%	1%	20%
CCOC(=O)C1CCN(c2c(C(=O)c3ccccc3)cnc3ccc(CC)cc23)CC1	8.9%	-6%	-3%	-5%	19%
COc1ccc(N2CCN(C(=O)c3cc(=O)c4cc(C)ccc4o3)CC2)cc1	0.2%	-5%	-5%	51%	14%
CN1CCN(C(=O)c2cc(C(C)(C)C)cc(C(C)(C)C)c2)CC1	1.5%	18%	-5%	-6%	-10%
CC(=O)NC(CC(=O)Nc1ccc(S(=O)(=O)N2CCCCC2)cc1)c1ccccc1 (stereo unspecified)	i	-8%	1%	-14%	-3%
COc1ccc(CN(C)C(=O)c2ccc(NC(=O)CC3SC(N4CCCC4)=NC3=O)cc2)c(OC)c1 (stereo unspecified)	9.9%	6%	-8%	8%	15%
CCc1ccc(CNC(=O)CCc2nnc(Cc3cccc(C(F)(F)F)c3)o2)nc1	i	-39%	5%	10%	45%
O=C(COc1cccc2cccnc12)N/N=C/c1ccc(O)cc1	4.2%	4%	1%	7%	59%
C=CCc1ccc(O)c(-c2ccc(O)c(CC=C)c2)c1	3.4%	7%	-8%	-5%	9%
COc1cccc(CN(C)C(=O)Cc2c[nH]c3ccccc23)c1OC	i	4%	7%	5%	5%
COc1ccc(S(=O)(=O)NCC(c2ccc(C)cc2)N2CCN(C)CC2)cc1OC (stereo unspecified)	0.2%	-1%	-6%	-5%	22%

Compounds shown so far that contain an aryl methoxy group, in the order listed:
SMILES	VEEV TC-83 Vero	PhoP GFP inhibition	H1N1 NS1A inhibition	M. tuberculosis HTS	tuberculosis growth	others
COc1ccc(-c2nc3c(c(SCC(=O)N4CCCC4)n2)COC(C)(C)C3)cc1	7.5%	-4%	0%	6%	4%
COc1ccc(Br)cc1C1CC(=O)C(C)C(c2cc(Br)ccc2OC)N1 (stereo unspecified)	1.1%	4%	-1%	-5%	-2%
COc1ccccc1C(=O)COC(=O)/C=C/c1ccccc1	2.5%	-8%	20%	0%	14%
COc1ccc(C(=O)OC(C)C(=O)Nc2cc(C(F)(F)F)ccc2Cl)c(OC)c1OC (stereo unspecified)	0.2%	3%	-5%	0%	12%
COc1cc(CCNC(=O)c2ccccc2NC(=O)C2=C(C)OCCS2)cc(OC)c1OC	12%	-4%	6%	-2%	19%
COCCCNCCOCCOc1c(OC)cccc1OC	0.7%	-1%	0%	0%	21%
CCOCCN(C=O)c1cccc(OC)c1	1.5%	-11%	-12%	8%	6%
COc1cc(/C=N/NC(=O)c2cn(-c3cccc(C)n3)cn2)ccc1O	10%	9%	-1%	-3%	-5%
COc1cc2c(cc1OC)-c1nnc(C)n1C(C)(C)C2	2.6%	1%	1%	-3%	3%
CCOC(=O)[C@@H]1[C@H]2COc3cc(OC)ccc3[C@@H]2N2C(=O)N(c3cccc(Cl)c3)C(=O)[C@@]12C	1.0%	-4%	2%	9%	15%
COc1ccc(N2CCN(C(=O)c3cc(=O)c4cc(C)ccc4o3)CC2)cc1	0.2%	-5%	-5%	51%	14%
COc1ccc(CN(C)C(=O)c2ccc(NC(=O)CC3SC(N4CCCC4)=NC3=O)cc2)c(OC)c1 (stereo unspecified)	9.9%	6%	-8%	8%	15%
COc1cccc(CN(C)C(=O)Cc2c[nH]c3ccccc23)c1OC	i	4%	7%	5%	5%
COc1ccc(S(=O)(=O)NCC(c2ccc(C)cc2)N2CCN(C)CC2)cc1OC (stereo unspecified)	0.2%	-1%	-6%	-5%	22%
